ssDAF-12 act: activators of S. stercoralis DAF-12 nuclear receptor | HEK293 ssDAF-12/GRIP1 lit1-tk-luc reporter, luminescence; % of 3 µM dafachronic acid response | activation, % at 6.8 µM | hit rate 1% among 370,000 | AID 652126;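 active = activation above the mean over all tested compounds plus 3 SD, cut at about 0.9% in these data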;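 also: 0% = DMSO-only wells and 100% = 3 µM delta7-dafachronic acid wells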
PG9 binder: binds the HIV-1 gp120 antibody PG9; AID 624416; TR-FRET gp120-PG9 antibody binding; hit rate 0.43% among 360,000; inhibition, % at 6.7 µM; in the data active = inhibition above about 8.5%
hcDAF12 agonist: activators of H. contortus DAF-12 nuclear receptor; HEK293 hcDAF-12 lit1-tk-luc reporter, luminescence; 0% DMSO, 100% Δ7-dafachronic acid; activation, % at 6.8 µM; hit rate 1.4% among 370,000; AID 652067;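 active = activation above the mean of all tested compounds plus 3 SD, cut at about 5.5% in these data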;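 also: 100% = response to 3 µM Δ7-dafachronic acid high control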
FXN GAA850 act: increases GAA850 frataxin promoter reporter activity | hit rate 0.56% among 360,000 | HEK293 lucGAA850 FXN promoter luciferase reporter, 24 h; percent of 10 µM SAHA response | activation, % at 6 µM | AID 540364;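 active = activation above the average of all compounds screened plus 3 SD, cutoff fixed separately per campaign, cut at about 7.5% in these data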;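 also: 0% = DMSO wells and 100% = 10 µM SAHA wells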
SMARCA2 activ: activators of SMARCA2 function; MG213 cells, MMTV-luciferase reporter, dexamethasone, overnight; activation, % at 9.1 µM; hit rate 1% among 370,000; AID 652017; in the data active = activation above about 7.8%;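 also: 0% = vehicle wells and 100% = reference activator wells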
DAX1 inh-1: blocks DAX1 repression of SF-1 activated StAR promoter; HEK293T StAR-luciferase reporter, SF-1/DAX-1 repression relief; inhibition, % at 6.8 µM; hit rate 1.1% among 370,000; AID 652010;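 active = inhibition above the mean over all tested compounds plus 3 SD, cut at about 3.6% in these data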;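 also: 0% = DAX-1 cells with DMSO and 100% = cells lacking DAX-1 with DMSO; higher inhibition means more luminescence from relief of DAX-1 repression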
ADAM10 inh: inhibitors of human ADAM10; recombinant ADAM10, EDANS/DABCYL FRET peptide cleavage, 3 h; hit rate 0.62% among 370,000; inhibition, % at 7 µM; O14672;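 active = inhibition above a per-campaign cutoff equal to the mean of compounds falling between control-based bounds plus 3 SD, cut at about 20% in these data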;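 also: 0% = DMSO wells while the 100% control is not disclosed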
Target sequence (O14672 214-748 limits assumed): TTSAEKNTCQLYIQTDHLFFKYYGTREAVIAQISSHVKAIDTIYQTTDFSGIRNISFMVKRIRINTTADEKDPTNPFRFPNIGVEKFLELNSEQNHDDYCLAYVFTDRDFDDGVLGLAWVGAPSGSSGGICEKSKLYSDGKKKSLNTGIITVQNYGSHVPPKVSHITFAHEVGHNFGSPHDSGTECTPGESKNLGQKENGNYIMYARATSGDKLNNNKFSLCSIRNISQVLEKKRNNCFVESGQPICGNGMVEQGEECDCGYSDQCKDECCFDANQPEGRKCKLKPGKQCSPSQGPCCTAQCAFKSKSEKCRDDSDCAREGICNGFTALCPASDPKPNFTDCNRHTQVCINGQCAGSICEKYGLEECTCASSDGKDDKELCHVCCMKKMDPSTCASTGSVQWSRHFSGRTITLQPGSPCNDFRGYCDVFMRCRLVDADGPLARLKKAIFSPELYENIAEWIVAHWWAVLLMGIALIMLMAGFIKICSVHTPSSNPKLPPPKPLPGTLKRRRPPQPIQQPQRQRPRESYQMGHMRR
DAX1 inh-2: NR0B1 (DAX1) inhibition; HEK293 Gal4-DAX1 luciferase reporter, luminescence; inhibition, % at 6.75 µM; hit rate 0.99% among 340,000; AID 504766;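 active = inhibition above the mean over all tested compounds plus 3 SD, cut at about 4.2% in these data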;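 also: 0% = DAX1-transfected cells with DMSO and 100% = empty-vector control cells with DMSO; inhibition shows as a rise in luminescence from relieved DAX1 repression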
Target sequence (P51843 207-470 limits assumed): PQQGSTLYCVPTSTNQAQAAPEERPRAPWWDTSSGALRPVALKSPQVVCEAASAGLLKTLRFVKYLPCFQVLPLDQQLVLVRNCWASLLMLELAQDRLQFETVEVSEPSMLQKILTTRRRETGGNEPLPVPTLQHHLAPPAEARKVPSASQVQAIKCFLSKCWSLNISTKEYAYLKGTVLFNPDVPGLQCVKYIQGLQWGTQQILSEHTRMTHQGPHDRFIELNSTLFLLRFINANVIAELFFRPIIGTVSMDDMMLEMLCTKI
ADAM17 inh: inhibitors of human ADAM17. P78536. recombinant ADAM17, EDANS/DABCYL FRET peptide cleavage. inhibition, % at 6.95 µM. hit rate 0.83% among 370,000;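 active = inhibition above the mean of compounds lying between control limits plus 3 SD, set per campaign, cut at about 8.5% in these data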;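 also: 0% = DMSO-only wells as the low control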
hgDAF12 agonist: agonists of H. glycines DAF-12 nuclear receptor | HEK293 GAL4-hgDAF12 UAS-luciferase reporter, agonist luminescence; normalized to butyrate control | activation, % at 6.8 µM | hit rate 1.8% among 370,000;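 active = activation above a cutoff set at the mean of all screened compounds plus 3 SD, cut at about 10% in these data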;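 also: 0% = DMSO wells and 100% = sodium butyrate wells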
NPR1 activator: GC-A (human) enzyme activation | hit rate 0.14% among 370,000 | activation, % at 10 µM | P16066 | HEK293 GC-A cells, cGMP TR-FRET, EC30 ANP; 0% at EC30 ANP, 100% saturating ANP | AID 1671463; in the data active = activation above about 40%
The depositor's hits bear a star; . = not tested or not shown.

SMILES	ssDAF-12 act	PG9 binder	hcDAF12 agonist	FXN GAA850 act	SMARCA2 activ	DAX1 inh-1	ADAM10 inh	DAX1 inh-2	ADAM17 inh	hgDAF12 agonist	NPR1 activator
FC(F)(F)c1ccccc1NC(=S)N1CCN(Cc2ccc3c(c2)OCO3)CC1	-2.3	-0.3	-0.4	0.6	-1	-1.6	-4	-2.2	-4	2.5	-3
CCN(C[C@H]1N[C@@](C)(C(=O)OC)[C@H]2C(=O)N(C)C(=O)[C@@H]12)C(=O)c1ccc(F)cc1	-0.1	-2.8	-0.9	-0.1	-5	0.1	-2	0.3	-4	-0.4	1
CC(CNC(=O)CC[C@H]1O[C@@H](n2ccc(=O)[nH]c2=O)[C@H](O)[C@@H]1O)c1ccccc1 (some centres not stated)	-1.0	-1.2	2.1	.	-2	-0.2	-15	.	-4	0.3	3
Cc1ccc(S(=O)(=O)NC2CCCCC2)c2nsnc12	-0.4	-2.9	-0.7	0.8	-5	0.1	-1	-0.9	-1	-1.4	-5
CC1CCN(S(=O)C23CC4CC(CC(C4)C2)C3)CC1 (configuration not stated)	-0.8	-3.6	-1.6	1.4	-5	0.1	-6	-0.1	4	-2.0	1
CCOc1ccc(C(=O)N/N=C/c2cccc3cccnc23)cc1	-1.1	-2.1	-2.2	-0.3	0	-0.9	3	-0.3	3	-4.0	1
CCOc1ccccc1NC(=O)c1cc(=O)c2ccccc2o1	0.1	0.6	3.1	-0.2	-1	0.0	4	1.6	2	2.1	3
Cc1ccccc1CNC(=O)Nc1ccc(Cl)cc1	-0.9	-2.5	-0.2	3.9	7	0.3	9	5.5*	1	3.3	-3
CCn1c(=O)cc(SCC(=O)N2CCOCC2)c2ccccc21	-0.3	1.8	-1.2	-1.8	-3	0.7	-25	3.1	-6	-0.6	1
COc1cccc(CNC(=O)CCC2CCCN(C(=O)CCC(F)(F)F)C2)c1 (configuration not stated)	-1.9	1.5	-1.1	0.0	-2	-0.1	3	1.0	-1	2.5	-4
COc1ccc(CCN(C)c2ccc(S(=O)(=O)N3CCCC3)cc2[N+](=O)[O-])cc1OC	-1.6	-0.6	-3.5	9.9*	-1	-0.7	5	0.1	-3	-0.5	1
O=S(=O)(c1cc(Cl)ccc1Cl)N1CCN(c2ccccn2)CC1	-0.8	0.4	1.4	2.0	2	-0.2	4	0.0	1	-0.7	-1
O=C(CN1C2=NCCCN2c2ccccc21)c1ccc2c(c1)OCO2	-0.7	3.0	-0.6	1.7	1	0.5	-12	-0.6	-9	-2.5	-2
Cc1ccc(CNC(=O)c2cccc3c2C(=O)c2ccc(N4CCOCC4)cc2S3(=O)=O)cc1	-1.6	-0.3	-2.2	-1.1	0	0.1	7	2.1	1	1.1	0
CC(=O)c1ccc(-c2cnc3c(NC=O)cc(-c4cccc(NS(C)(=O)=O)c4)cn23)cc1	-1.1	1.1	-3.1	-2.3	3	-1.4	-50	.	-16	-3.8	-9
C=CCN1C(=O)C(CC(=O)O)SC1=Nc1cccc([N+](=O)[O-])c1 (configuration not stated)	-1.8	-0.4	-0.6	-0.1	-1	0.5	3	1.3	0	-0.4	3
COc1ccc(C(=O)CSc2nc(=O)n3ccc(C)cc3n2)cc1	-1.6	1.9	-0.8	0.7	-1	0.5	-35	0.2	-4	2.0	-2
C=CC(=O)N1CCCC(Nc2nc(Nc3ccc(N(C)C(=O)CC)cc3C)nc3nc[nH]c23)C1 (configuration not stated)	-1.4	-2.2	-0.8	-0.5	0	0.5	-2	1.2	-3	0.8	-1
O=C(NCCCN1CCOCC1)c1cccc(S(=O)(=O)Nc2cc(Cl)ccc2Cl)c1	-1.8	-0.3	-0.8	-1.4	4	0.7	0	-0.5	-1	-1.4	4
CC[C@H](C)[C@@H](N)C(=O)NC[C@H]1O[C@@H](n2cnc3c(=O)[nH]c(N)nc32)[C@H](O)[C@@H]1O	-0.4	-0.3	1.5	.	-4	0.3	-6	.	0	-0.9	7
CCC(C)Sc1nnc(-c2c[nH]c3ccccc23)n1CCOC (configuration not stated)	-1.2	-0.6	-0.6	-0.9	-2	-0.5	2	1.9	-5	-1.6	3
O=C(NCc1ccccc1)C(c1ccccc1)n1c(=O)c(-c2ccco2)nc2ccccc21 (configuration not stated)	-1.0	2.7	-2.5	.	-2	-0.3	-152	.	-42	-1.8	-6
O=C(CCn1c(=S)[nH]c2cc3c(cc2c1=O)OCO3)NCc1ccc(Cl)cc1	-0.4	-0.6	1.3	0.8	4	-0.5	12	-0.2	-4	-0.4	-3
Cc1nc(N2CCN(c3ccccn3)CC2)c2c(C)c(C(=O)N3CCN(c4cccc(Cl)c4)CC3)sc2n1	-1.0	2.6	-2.5	1.1	-3	-0.6	0	-0.3	-5	2.2	-1
O=C(NC1(N2CCOCC2)CC1)c1ccc(Cl)cc1	-1.1	1.1	0.1	2.7	-2	0.7	-5	0.8	-2	-1.2	0

Ordered by heavy-atom count (lowest first): part of the list above
SMILES	ssDAF-12 act	PG9 binder	hcDAF12 agonist	FXN GAA850 act	SMARCA2 activ	DAX1 inh-1	ADAM10 inh	DAX1 inh-2	ADAM17 inh	hgDAF12 agonist	NPR1 activator
CCC(C)Sc1nnc(-c2c[nH]c3ccccc23)n1CCOC (configuration not stated)	-1.2	-0.6	-0.6	-0.9	-2	-0.5	2	1.9	-5	-1.6	3
O=C(CN1C2=NCCCN2c2ccccc21)c1ccc2c(c1)OCO2	-0.7	3.0	-0.6	1.7	1	0.5	-12	-0.6	-9	-2.5	-2
COc1ccc(CCN(C)c2ccc(S(=O)(=O)N3CCCC3)cc2[N+](=O)[O-])cc1OC	-1.6	-0.6	-3.5	9.9*	-1	-0.7	5	0.1	-3	-0.5	1

The listing picks up; the 3 compounds before the break are reprinted first.
SMILES	ssDAF-12 act	PG9 binder	hcDAF12 agonist	FXN GAA850 act	SMARCA2 activ	DAX1 inh-1	ADAM10 inh	DAX1 inh-2	ADAM17 inh	hgDAF12 agonist	NPR1 activator
O=C(CCn1c(=S)[nH]c2cc3c(cc2c1=O)OCO3)NCc1ccc(Cl)cc1	-0.4	-0.6	1.3	0.8	4	-0.5	12	-0.2	-4	-0.4	-3
Cc1nc(N2CCN(c3ccccn3)CC2)c2c(C)c(C(=O)N3CCN(c4cccc(Cl)c4)CC3)sc2n1	-1.0	2.6	-2.5	1.1	-3	-0.6	0	-0.3	-5	2.2	-1
O=C(NC1(N2CCOCC2)CC1)c1ccc(Cl)cc1	-1.1	1.1	0.1	2.7	-2	0.7	-5	0.8	-2	-1.2	0
Cc1ccc2c(c1)CCCN2CC(=O)N(C)c1c(N)n(Cc2ccccc2)c(=O)[nH]c1=O	1.3*	-2.9	1.8	0.4	-3	-0.8	-55	0.7	-19	0.3	-3
C[C@@H](C(=O)NCCc1ccccc1)N1C(=O)N2CCc3c([nH]c4ccccc34)[C@@]2(C)C1=O	-1.4	0.7	0.5	-0.1	-1	0.3	-7	-2.5	0	-0.5	-4
COc1cc2c(cc1OC)CN(S(C)(=O)=O)CC2	-0.5	-1.4	0.3	0.6	0	-0.2	-11	1.3	-6	2.2	3
COC(=O)N/N=C/c1ccccc1Cl	-1.6	1.2	-0.4	-0.7	1	-0.1	1	-0.9	-2	4.0	2
CCN1CCN(C(=O)c2ccccc2N(C)S(=O)(=O)c2ccc(C)cc2)CC1	-0.4	-1.1	-0.3	-0.3	4	0.6	-2	0.5	-1	0.3	-1
COc1ccc(CCNC(=O)CN2CCN(c3ccccc3Cl)CC2)cc1	-1.5	3.3	-2.8	2.6	0	0.1	-4	0.5	-1	-2.0	-17
Cc1cccc(Cn2c(N3CCN(C)CC3)nc3c2c(=O)[nH]c(=O)n3C)c1	-1.4	-0.9	-1.5	2.7	2	-0.4	3	0.8	-1	-1.4	2
CCC1(c2ccccc2)NC(=O)N(CC(=O)Nc2ccc3c(c2)CCC3)C1=O (configuration not stated)	-1.7	-1.6	-0.2	0.5	-2	-1.3	-12	-0.5	0	-1.1	5
CC(=O)c1c(C)[nH]c(C(=O)OCC(=O)Nc2ccc(C)cc2[N+](=O)[O-])c1C	-2.3	2.1	-4.3	0.4	-8	-1.5	1	-0.4	-2	-6.4	21
Cc1ccc(C(=O)Cn2cncn2)cc1	-1.6	-3.5	-0.2	1.6	10*	-0.2	0	1.2	-2	1.7	-1
CC(C(=O)Nc1ccc(S(=O)(=O)N2CCCC2)cc1)N1CCc2ccccc2C1 (configuration not stated)	-1.0	-0.1	0.2	0.0	-1	-2.1	-4	-1.2	-2	1.3	5
Nc1nnc(N)c2ccccc12	-0.5	0.8	1.0	3.2	0	0.4	-82	1.2	-32	0.7	5
COc1ccc(-n2c(SCC(=O)Nc3ccccc3OC)nc(O)c(Cc3ccccc3)c2=O)cc1	0.1	1.2	-0.9	0.5	-1	-0.2	13	-0.3	1	0.7	3
CCOC(=O)c1c(S(=O)(=O)NCC(=O)N2CCN(c3ccccc3OC)CC2)c(C)n(C)c1C	-1.3	-1.5	-0.1	-1.8	1	-0.8	-3	0.1	-1	0.8	4
CC(=O)N(C)c1ccc(OCC(O)CN(Cc2ccco2)S(=O)(=O)c2ccc(C)cc2)cc1 (configuration not stated)	-1.8	0.2	-2.3	0.0	-4	-1.9	0	-0.9	-3	-4.3	-5
COc1cc(Cl)c(C)cc1NC(=O)CCN1C(=O)NC(C)(C)C1=O	-1.2	-0.8	-0.1	0.4	0	-0.4	3	1.9	-5	7.3	2
O=C(COC(=O)CCc1nc2ccccc2c(=O)[nH]1)Nc1ccccc1Cl	-0.4	1.8	2.7	-0.1	-1	0.4	0	3.2	-2	-1.3	-1
Cc1ccc(C(=O)NCC(=O)NCC(=O)OCc2ccc(Oc3ccc([N+](=O)[O-])cc3)cc2)cc1	-1.2	-1.0	-2.1	-1.6	-1	-1.1	14	-1.7	3	-0.9	3
CCOC(=O)c1ccc(Oc2nc(N(C)C)nc(N3CCOCC3)n2)cc1	-1.3	-0.5	-0.4	4.6	-1	-0.8	1	-0.6	0	2.3	-1
Cc1cc(C)c(S(=O)(=O)c2ccccc2C)c(Oc2ccccc2)n1	-1.7	-2.9	-2.0	0.6	0	-1.3	7	2.2	0	2.7	-2
Cc1ccccc1C(=O)N1CCC(C(=O)NC2CCCCCC2)CC1	-1.4	-0.9	-2.2	0.7	-2	-0.1	4	1.6	-5	2.8	3
CCN(CC)C(=O)C1=C(C)NC(=S)NC1c1ccc(C)s1 (configuration not stated)	-2.1	-2.5	0.0	0.5	-3	0.3	-3	0.0	0	-0.5	1
CN(C)Cc1c(C(=O)N/N=C/c2ccc(OCc3c(F)cccc3Cl)cc2)nnn1-c1nonc1N	-1.3	0.4	-0.2	2.7	-2	0.2	-4	-0.5	-4	0.3	0
COc1ccc(C(=O)O/N=C(\N)c2ccncc2)cc1OC	-1.0	-1.1	0.2	0.9	3	-0.2	-3	1.2	-1	4.5	4
C[C@@H]1CN([C@H](C)CO)C(=O)CCCn2nncc2CO[C@@H]1CN(C)C(=O)C1CCCCC1	-0.8	-1.0	0.2	0.9	-5	0.6	-10	1.4	1	0.8	4
Cc1ccc(C)c(N2CCN(C(=O)c3ccc4nsnc4c3)CC2)c1	-1.5	0.5	-4.4	-4.9	0	-5.2	3	-1.9	1	3.0	4
CC1(C(=O)NS(=O)(=O)C2CC2)CCN(C(=O)c2ccccc2OC(F)(F)F)C1 (configuration not stated)	-0.8	1.0	0.3	0.3	-3	-0.5	-10	.	-2	0.7	-2

Screening data as filed in PubChem BioAssay.
